# Assay outcomes (PubChem BioAssay)
# EZH2 inh = blocks human EZH2/PRC2 H3K27 methylation. AID 651548. Q15910. DELFIA TRF, 1 h. inhibition, % at 12.5 µM. actives 0.35% (n = 57,000);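 active = mean inhibition of replicates at least 50% and every single replicate also reaching 50%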;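 note: dimethyl H3K27 on biotinylated H3 21-44 peptide detected by antibody; plate controls were median neutral control wells for no effect and median positive control wells for full effect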
# Target sequence (Q15910 whole entry, looked up): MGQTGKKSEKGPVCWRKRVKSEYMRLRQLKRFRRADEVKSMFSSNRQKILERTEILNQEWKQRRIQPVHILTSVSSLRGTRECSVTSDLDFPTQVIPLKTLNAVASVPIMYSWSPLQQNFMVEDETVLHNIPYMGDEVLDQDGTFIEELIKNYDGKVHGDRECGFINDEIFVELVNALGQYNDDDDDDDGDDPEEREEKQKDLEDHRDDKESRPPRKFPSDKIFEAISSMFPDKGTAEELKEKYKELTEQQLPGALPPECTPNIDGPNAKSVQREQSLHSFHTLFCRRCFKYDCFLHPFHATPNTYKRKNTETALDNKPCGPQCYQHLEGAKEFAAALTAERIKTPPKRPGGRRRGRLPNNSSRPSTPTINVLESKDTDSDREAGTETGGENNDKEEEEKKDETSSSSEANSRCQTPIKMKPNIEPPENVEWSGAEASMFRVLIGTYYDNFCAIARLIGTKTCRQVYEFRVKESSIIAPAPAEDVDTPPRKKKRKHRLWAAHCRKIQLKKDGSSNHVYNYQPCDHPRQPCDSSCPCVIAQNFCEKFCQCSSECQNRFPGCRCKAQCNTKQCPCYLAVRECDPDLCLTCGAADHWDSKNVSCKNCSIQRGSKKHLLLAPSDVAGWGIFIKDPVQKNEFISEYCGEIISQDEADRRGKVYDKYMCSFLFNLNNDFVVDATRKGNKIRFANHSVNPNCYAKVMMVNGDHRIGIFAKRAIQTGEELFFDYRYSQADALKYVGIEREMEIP
# IDH1 mut inh = inhibitors of human IDH1 R132H; AID 624101; O75874; inhibition, % at 10 µM; actives 0.18% (n = 70,000); IDH1 R132H reductase, diaphorase/resazurin fluorescence, 60 min; in the data active = inhibition above about 34%;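 note: 0% = DMSO and 100% = no enzyme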
# An asterisk follows results filed as active; / = not tested or not shown.
SMILES,IDH1 mut inh,EZH2 inh
O=C(O)C1=C[C@@H](c2ccc(Br)cc2)C[C@@H](OCCCCO)O1,/,9.7
CO[C@H]1CN(C)C(=O)c2cc(NC(=O)c3ccc(Oc4ccccc4)cc3)ccc2OC[C@@H](C)NC[C@H]1C,-0.1,-27.2
CN(C)C(=O)C[C@@H]1CC[C@@H](NC(=O)C2CC2)[C@@H](CO)O1,0.1,-12.3
C[C@H](CO)N1C[C@H](C)[C@@H](CN(C)S(C)(=O)=O)Oc2ccc(NC(=O)CCN3CCOCC3)cc2CC1=O,2.9,-3.6
Cc1noc(C)c1NC(=O)Nc1ccc2c(c1)CC(=O)N([C@H](C)CO)C[C@H](C)[C@H](CN(C)S(C)(=O)=O)O2,5.3,/
COCC(=O)Nc1ccc2c(c1)C(=O)N(C)C[C@H](OC)[C@@H](C)CN(C(=O)C1CCCC1)[C@H](C)CO2,0.0,27.5
C[C@@H]1CN([C@H](C)CO)C(=O)Cc2cc(NC(=O)C3CCCCC3)ccc2O[C@@H]1CN(C)C(=O)Nc1ccc(C(F)(F)F)cc1,0.1,/
COC(=O)[C@]1(Cc2ccccc2N=[N+]=[N-])N=C(c2ccc(OCCCO)cc2)O[C@@H]1c1ccccc1N=[N+]=[N-],/,13.5
COc1ccc(S(=O)(=O)N(C)CC(=O)Nc2cc([N+](=O)[O-])ccc2C)cc1C,0.0,27.2
C[C@H]1CN([C@@H](C)CO)S(=O)(=O)c2ccc(-c3cccnc3)cc2O[C@H]1CN(C)CC1CC1,-0.6,5.5
C[C@H]1CN([C@@H](C)CO)C(=O)Cc2cc(NC(=O)C3CCCCC3)ccc2O[C@H]1CN(C)C(=O)Nc1ccc(C(F)(F)F)cc1,2.6,/
C[C@@H]1CN([C@@H](C)CO)C(=O)c2cc(NC(=O)C3CCCCC3)ccc2O[C@@H](C)CCCCO[C@H]1CN(C)Cc1ccc(C(=O)O)cc1,5.2,/
C[C@H]1CN([C@@H](C)CO)C(=O)c2cccc(NC(=O)C3CC3)c2O[C@@H]1CN(C)Cc1ccncc1,/,-1.7
CCNC(=O)C[C@@H]1C=C[C@@H](NC(=O)NC2CCCCC2)[C@H](CO)O1,0.1,6.7
C[C@@H]1CN([C@@H](C)CO)C(=O)c2cc(NS(=O)(=O)c3ccc(Cl)cc3)ccc2O[C@@H](C)CCCCO[C@H]1CN(C)Cc1ccccc1,3.6,/
CCCN(C)C[C@@H]1OCCCC[C@@H](C)Oc2ccc(N(C)C)cc2C(=O)N([C@H](C)CO)C[C@@H]1C,-0.5,0.1
C[C@H](CO)N1C[C@H](C)[C@H](CN(C)C(=O)Nc2cccc(C(F)(F)F)c2)OCc2cn(nn2)CCCC1=O,2.1,10.2
CC(C)COC(=O)N(C)C[C@@H]1OCc2ccccc2-c2c(n(C)c3ccccc23)C(=O)N([C@@H](C)CO)C[C@@H]1C,0.6,-13.4
C[C@@H]1CN([C@H](C)CO)C(=O)c2cc(C#CC(C)(C)O)cnc2O[C@@H]1CN(C)C(=O)C1CCCCC1,/,-14.3
Cc1ccc(S(=O)(=O)Nc2ccc3c(c2)C(=O)N([C@@H](C)CO)C[C@H](C)[C@H](CN(C)C(=O)Nc2c(C)noc2C)OCCCC[C@H](C)O3)cc1,1.4,/
COc1cccc(OC)c1OCCNCC1COc2ccccc2O1 (stereo not drawn),-0.2,/
CO[C@H]1CN(C)C(=O)c2cc(NC(=O)C3CCC3)ccc2OC[C@H](C)N(Cc2ccc(F)cc2)C[C@@H]1C,0.1,-3.9
O=C(NCC(O)c1ccccc1)c1ccc(S(=O)(=O)N2CCOCC2)cc1 (stereo not drawn),2.7,/
C[C@H]1CN([C@@H](C)CO)C(=O)c2cccc(NC(=O)C3CCOCC3)c2O[C@H]1CN(C)S(=O)(=O)c1cccs1,-0.7,/
C[C@H](CO)N1C[C@H](C)[C@H](CN(C)Cc2ccc(Cl)c(Cl)c2)Oc2ccc(NC(=O)Nc3ccc4c(c3)OCO4)cc2C1=O,3.2,/
O=C(C[C@H]1CC[C@H](NS(=O)(=O)c2ccc(F)cc2)[C@@H](CO)O1)NCCN1CCCCC1,0.0,-0.3
C[C@H]1CN([C@@H](C)CO)C(=O)c2cccc(NS(=O)(=O)c3cccs3)c2O[C@H]1CN(C)Cc1ccc(Cl)c(Cl)c1,0.7,-9.6
COc1ccc(NC(=O)Nc2cccc3c2O[C@H](CN(C)S(=O)(=O)c2ccc(C)cc2)[C@H](C)CN([C@H](C)CO)C3=O)cc1,0.5,/
O=C(CCCN1C(=O)c2ccccc2C1=O)Nc1ccc(F)c(Cl)c1,0.0,-16.9
COC(=O)c1ccccc1NC(=O)CSc1nnc(-c2ccccc2)o1,0.5,0.5
COCC(=O)N(C)C[C@@H]1Oc2cc(C#CC3CCCC3)ccc2S(=O)(=O)N([C@H](C)CO)C[C@@H]1C,7.4,-0.5
COc1ccc(C2Oc3cc(OC)ccc3CC2O)cc1 (stereo not drawn),-0.2,0.9
CCC(=O)N(C)C[C@H]1Oc2ncc(C3=CCCC3)cc2C(=O)N([C@@H](C)CO)C[C@@H]1C,-0.1,/
C[C@@H]1CN([C@@H](C)CO)C(=O)Cc2cc(NC(=O)c3ccncc3)ccc2O[C@H]1CN(C)Cc1ccc(Oc2ccccc2)cc1,0.0,-88.8
C[C@@H]1CN([C@H](C)CO)C(=O)Cc2cc(NC(=O)Nc3ccccc3)ccc2O[C@H]1CN(C)C(=O)Nc1cccc2ccccc12,-0.8,/
O=C(NCCN1CCN(C(=O)c2cccc(Br)c2)CC1)C(=O)Nc1ccc(F)cc1,0.1,4.6
Cc1noc(C)c1NC(=O)NCC[C@@H]1CC[C@H](NC(=O)Cc2cccnc2)[C@@H](CO)O1,-0.1,-2.7
C[C@@H]1CN([C@H](C)CO)C(=O)c2cccc(NC(=O)c3ccc(-c4nccs4)cc3)c2O[C@H]1CN(C)C(=O)NC1CCCCC1,-5.2,/
O=C(N/N=C/c1c(F)c(F)c(F)c(F)c1F)c1ccccn1,0.2,6.2
CO[C@H]1CN(C)C(=O)c2cc(NS(C)(=O)=O)ccc2OC[C@@H](C)N(C(=O)CN(C)C)C[C@@H]1C,0.1,10.7
COc1ccc(C#Cc2ccc3c(c2)O[C@H](CN(C)C(=O)CN2CCOCC2)[C@@H](C)CN([C@H](C)CO)S3(=O)=O)cc1,-0.5,-9.6
C[C@H]1CN([C@@H](C)CO)C(=O)Cc2cc(NC(=O)Nc3ccc(F)cc3)ccc2O[C@@H]1CN(C)S(=O)(=O)c1ccccc1,-0.2,/
COc1ccc(S(=O)(=O)N(C)CCc2ccccn2)cc1,-0.3,2.1
CO[C@H]1CN(C)C(=O)c2cc(NC(=O)C3CC3)ccc2OC[C@H](C)N(C(=O)CN(C)C)C[C@@H]1C,0.4,7.7
O=C(C[C@H]1CC[C@@H](NC(=O)c2cccnc2)[C@H](CO)O1)NCc1ccncn1,0.0,-8.9
COc1ccc(S(=O)(=O)N(CC(=O)Nc2ccccc2)C2CCCCC2)cc1Cl,0.4,10.3
O=C(NO)c1ccc(C(=O)N/N=C/c2ccc3ccccc3n2)cc1,-0.3,8.4
COc1ccc(NC(=O)Nc2ccc3c(c2)C(=O)N([C@@H](C)CO)C[C@H](C)[C@H](CN(C)Cc2ccncc2)O3)cc1,0.2,4.3
O=C(C[C@H]1C=C[C@@H](NC(=O)Nc2cccc(F)c2)[C@H](CO)O1)NCC1CC1,0.2,-2.2
COc1ccc(S(=O)(=O)N(C)CC(=O)Nc2ccc3c(c2)OCCO3)cc1OC,-0.3,-12.9
CO[C@@H]1CN(C)C(=O)c2ccc(NC(=O)Nc3ccccc3F)cc2OC[C@@H](C)N(CC2CC2)C[C@H]1C,0.4,-14.1
Cc1cccc(NC(=O)C(=O)NCCCn2ccnc2)c1,4.2,/
CCO[C@@H]1OC(C(=O)N2CCN(C)CC2)=C[C@H](C(C)(C)C)[C@H]1CCCO,/,-1.0
CCCC#Cc1cnc2c(c1)C(=O)N([C@@H](C)CO)C[C@H](C)[C@@H](CN(C)C)O2,-0.6,12.0
C[C@@H]1CN([C@@H](C)CO)C(=O)c2cc(C#Cc3ccccc3F)cnc2O[C@H]1CN(C)C(=O)C1CCCCC1,/,-16.4
CO[C@H]1CN(C)C(=O)c2ccc(NC(=O)Nc3ccccc3F)cc2OC[C@H](C)N(C(C)=O)C[C@@H]1C,0.3,8.2
C[C@@H]1CN([C@@H](C)CO)C(=O)c2cc(-c3ccc(F)cc3)cnc2O[C@@H]1CN(C)CC1CCCCC1,-0.1,/
C[C@@H]1CN([C@@H](C)CO)C(=O)CCCn2nncc2CO[C@@H]1CN(C)Cc1ccc2cccnc2c1,-0.7,5.7
CCC(=O)N1CCN(c2ccc(Cl)cc2NC(=O)COc2cc(C)cc(C)c2)CC1,-0.5,5.4
CC(C)NC(=O)Nc1ccc2c(c1)C(=O)N([C@@H](C)CO)C[C@H](C)[C@H](CN(C)C(=O)Nc1ccc(F)cc1)OCCCC[C@@H](C)O2,0.8,/

# An excerpt of these results, with each value named:
canonical_smiles: CC(C)COC(=O)N(C)C[C@@H]1OCc2ccccc2-c2c(n(C)c3ccccc23)C(=O)N([C@@H](C)CO)C[C@@H]1C
  IDH1 mut inh = 0.6
  EZH2 inh = -13.4
canonical_smiles: C[C@@H]1CN([C@H](C)CO)C(=O)c2cc(C#CC(C)(C)O)cnc2O[C@@H]1CN(C)C(=O)C1CCCCC1
  IDH1 mut inh = /
  EZH2 inh = -14.3

# Reprinted from the entries so far (3 entries):
SMILES,IDH1 mut inh,EZH2 inh
C[C@@H]1CN([C@@H](C)CO)C(=O)Cc2cc(NC(=O)c3ccncc3)ccc2O[C@H]1CN(C)Cc1ccc(Oc2ccccc2)cc1,0.0,-88.8
C[C@@H]1CN([C@H](C)CO)C(=O)Cc2cc(NC(=O)Nc3ccccc3)ccc2O[C@H]1CN(C)C(=O)Nc1cccc2ccccc12,-0.8,/
O=C(NCCN1CCN(C(=O)c2cccc(Br)c2)CC1)C(=O)Nc1ccc(F)cc1,0.1,4.6

# Next structures:
SMILES,IDH1 mut inh,EZH2 inh
C[C@H](CO)N1C[C@H](C)[C@@H](CN(C)C(=O)Nc2ccc(C(F)(F)F)cc2)Oc2ccc(NS(=O)(=O)c3cccs3)cc2C1=O,3.6,/
Cc1ccccc1C(=O)Nc1cccc(NC(=O)COc2cc(C)c(Cl)c(C)c2)c1,0.4,10.4
COCC(=O)Nc1ccc2c(c1)OC[C@@H](C)N(C(=O)Cc1cccnc1)C[C@H](C)[C@@H](OC)CN(C)C2=O,-0.5,-0.8
COc1ccc(OC(C)C(=O)Nc2ccc(C(N)=O)cc2)cc1 (stereo not drawn),3.2,-4.2
C[C@@H]1CN([C@@H](C)CO)C(=O)c2cccc(NS(C)(=O)=O)c2O[C@@H]1CN(C)S(=O)(=O)c1ccc(Cl)cc1,-1.6,/
C[C@@H]1CN([C@H](C)CO)C(=O)c2cc(NC(=O)CCC(F)(F)F)ccc2O[C@@H](C)CCCCO[C@@H]1CN(C)C(=O)C1CCCCC1,-0.3,/
CS(=O)(=O)N(CC(=O)Nc1cc(C(F)(F)F)ccc1Cl)c1ccc2c(c1)OCCO2,-0.4,0.1
COCCOC(=O)N1C(=O)[C@@]2(c3cc(C#CCNC(N)=O)ccc31)[C@H](C(=O)NC[C@H](O)c1ccccc1)[C@H]1C(=O)O[C@H](c3ccccc3)[C@H](c3ccccc3)N1[C@@H]2c1ccc(O)cc1,/,-32.0
C[C@H](CO)N1C[C@H](C)[C@@H](CN(C)Cc2ccccc2)Oc2c(cccc2N(C)C)C1=O,-0.2,14.9
Cc1noc(C)c1NC(=O)Nc1ccc2c(c1)C(=O)N([C@H](C)CO)C[C@@H](C)[C@@H](CN(C)Cc1ccc(Oc3ccccc3)cc1)O2,0.2,/
O=C(COc1ccccc1[N+](=O)[O-])Nc1ccc2oc(-c3ccc(Cl)cc3Cl)nc2c1,-0.5,-2.3
C[C@H]1CN([C@@H](C)CO)C(=O)c2cccc(NC(=O)Nc3ccc(F)cc3)c2O[C@@H]1CN(C)Cc1ccc(C(=O)O)cc1,1.0,/
COc1ccc(/C=C/C(=O)O[C@@H]2[C@@H](O)[C@@H](O)[C@H](O[C@H]3[C@@H]4C=CO[C@@H](O[C@@H]5O[C@H](CO)[C@@H](O)[C@H](O)[C@H]5O)[C@@H]4[C@@]4(CO)O[C@@H]34)O[C@H]2C)cc1,-0.1,28.8
CNC[C@@H]1Oc2ccc(NC(=O)CCC(F)(F)F)cc2CC(=O)N([C@@H](C)CO)C[C@@H]1C,0.1,-1.5
C[C@@H]1CN([C@@H](C)CO)C(=O)c2cccc(NC(=O)c3cnccn3)c2O[C@H]1CN(C)Cc1ccc(C(F)(F)F)cc1,-0.6,-8.7
COc1ccc(S(=O)(=O)N(C)C[C@H]2Oc3ccc(NS(=O)(=O)c4c(C)noc4C)cc3CC(=O)N([C@@H](C)CO)C[C@H]2C)cc1,-1.1,/
C[C@@H]1CN([C@H](C)CO)C(=O)c2cc(-c3cccc(C#N)c3)cnc2O[C@H]1CN(C)C(=O)C1CCOCC1,/,4.5
C[C@@H]1CN([C@H](C)CO)C(=O)c2cc(C3=CCCC3)cnc2O[C@@H]1CN(C)C(=O)NC1CCCC1,-6.5,-2.1
COc1ccc([N+](=O)[O-])cc1NC(=O)CCN1CCN(c2ccccc2OC)CC1,0.3,18.2
CO[C@@H]1CN(C)C(=O)c2ccc(NC(=O)C3CCOCC3)cc2OC[C@@H](C)N(C)C[C@@H]1C,/,4.7
C[C@H]1CN([C@@H](C)CO)C(=O)c2cc(NC(=O)CCCCCC(=O)Nc3ccccc3N)ccc2O[C@H]1CN(C)Cc1ccncc1,/,4.0

# This is a subset (hit frequency here may not be typical).
